S1P1 ag-PAM = S1P1 (human) agonism or agonism potentiation. P21453. S1P1 CRE-bla cells, forskolin, beta-lactamase FRET, potentiator mode; S1P1 agonist co-added at EC20, 2 nM; 100% = saturating reference agonist, 0% = basal. activation, % at 9.5 µM. 56,000 compounds, 0.57% hits. AID 449;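 active means activation above a cutoff set at the mean activation of all tested compounds plus 3 SD, cut at about 54% in these data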;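 further: forskolin at 4 µM as EC80 and the EC20 agonist is SEW2871; 100% = SEW2871 at its EC100 plus forskolin at EC80; some compounds past the cut are filed as inactive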
5HT1E antag = 5-HT1E (human) receptor antagonism | CHO 5-HT1E Ga15 NFAT-bla reporter, FRET, antagonist | inhibition, % at 6 µM | 65,000 compounds, 0.99% hits | AID 571;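 active means inhibition above a set limit, the mean inhibition across every tested compound plus 3 SD, cut at about 29% in these data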;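 further: signal is the 460 over 535 nm emission ratio of beta-lactamase substrate; 0% = agonist plus DMSO wells and 100% = wells without agonist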
A340 absorber = compound absorbs light at 340 nm; compound absorbance at 340 nm, fold over control; fold change at 10 µM; 65,000 tested, under 10 active;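 active means at 10 µM dose, initial 340 nm absorbance at least 2 fold that of control wells; inactive means change under 2 fold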;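 further: initial absorbance extrapolated from kinetic A340 decline of NADH oxidation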
HTR1E agonist = 5-HT1E (human) receptor agonism; P28566; CHO 5-HT1E Ga15 NFAT-bla reporter, FRET; 0% DMSO wells, 100% control agonist wells; activation, % at 6 µM; 65,000 compounds, 0.69% hits; AID 574;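 active means activation above a set limit, the screen-wide mean activation plus 3 SD, cut at about 8.5% in these data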;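 further: 100% = positive control agonist at 1 µM giving full maximal response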
5HT1a antag = blocks the human serotonin 5-HT1a receptor. P08908. CHO 5-HT1a Ga15 NFAT-bla reporter, antagonist mode. inhibition, % at 10 µM. 62,000 compounds, 0.68% hits. AID 612;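 active means inhibition above the mean of all tested compounds plus 3 SD, cut at about 43% in these data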;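 further: receptor stimulated by 5-CT agonist at 100 nM near EC80; beta-lactamase reporter measured by ratiometric fluorescence of a cleavable substrate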
MMP13 inh = MMP13 (human) collagenase inhibition; P45452; MMP-13 fTHP FRET cleavage, Mca fluorescence; inhibition, % at 4 µM; AID 570; 65,000 compounds, 0.07% hits;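 active means inhibition above the mean of compound-free control plate wells plus 3 SD, cut at about 14% in these data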;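 further: 0% = DMSO wells and 100% = wells with reference MMP-13 inhibitor after basal subtraction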
S1P3 agonist = activates the human S1P3 receptor; Q99500; S1P3 NFAT-BLA reporter cells, agonism, FRET ratio; relative to 1 µM S1P, basal subtracted; activation, % at 4.5 µM; 60,000 compounds, 0.1% hits; AID 373;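 active means activation above the screen-wide mean plus 3 SD, cut at about 4.5% in these data, passing the limit was not always enough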; further: some compounds called inactive have numbers as strong as hits
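Material: Human S1P3 NFAT-BLA reporter CHO cells | Incubation: Overnight plating, 4 h compound 37 °C, 2 h substrate RT | Signal: FRET β-lactamase substrate fluorescence, excitation 405 nm, 460/535 nm emission ratio, background-subtracted | Compound: 4.5 µM final, single dose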
HER2 expr 66K = lowers expression of human Her2 kinase; P04626; SKBR-3 HER2 protein level, AlphaScreen, 18-24 h; active compounds read low; HER2 level % of control, % at 10 µM; 65,000 compounds, 0.69% hits; AID 645;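 active means HER2 level under 5% of the carrier-only control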;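 further: 100% = DMSO carrier and 0% = 500 nM PU-H71 HSP90 inhibitor; lower value means stronger loss of Her2 protein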
Fluor 339 460 = intrinsic fluorescence of library compounds, ex339/em460 – biochemical, MLSMR library, data from DPM-DC assay, artefact control, profiling panel; fluorescence fold increase at 10 µM; AID 709; compound autofluorescence, ex339/em460 nm, NADH buffer; active compounds read high; 1 = no-compound wells, NADH background; 65,000 compounds, 5.5% hits;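 active means at 10 µM, mean starting fluorescence two-fold or more over control wells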;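 further: signal is the first read of a kinetic run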
* = called active by the depositor; nt = no result given; [ ] = dose if it differs, or a comment.

SMILES	S1P1 ag-PAM	5HT1E antag	A340 absorber	HTR1E agonist	5HT1a antag	MMP13 inh	S1P3 agonist	HER2 expr 66K	Fluor 339 460
COC(=O)C1=C(N)Oc2cc(C)n(CCc3ccccc3)c(=O)c2C1c1cccnc1 (configuration not stated)	2	-8	1	1.2	4	-1	-1.0	96	1.1
Cc1ccc(Cn2ccc(NC(=O)C3C4CCC(C4)C3C(=O)O)n2)cc1 (configuration not stated)	nt	9	1.1	-1.2	0	4	nt	82	1
O=C(CN1CCN(c2ccc(F)cc2)CC1)Nc1cc(C(F)(F)F)ccc1Cl	-4	0	0.97	-0.5	-11	3	-0.4	115	1
OCCn1nc2c3ccccc3nc-2n(-c2ccccc2)c1=S	4	0	1	-0.2	-17	-47	0.2	99	1.1
CC(C(=O)Oc1ccc2c(c1)OCO2)N1C(=O)c2ccccc2C1=O (configuration not stated)	nt	1	0.99	-1.9	-1	0	nt	103	1
CCn1c(CNc2ccc(F)cc2)nnc1SCC(=O)N1CCCc2ccccc21	25	11	1	-0.2	4	0	0.1	93	1.1
COc1ccc(-c2nc(-c3ccccc3OC)no2)cc1OC	83*	8	1	0.3	13	-1	-0.2	91	1.1
CCOc1ccc(OCC)c(NC(=O)C2CCN(c3ncccn3)CC2)c1	-7	2	1	-1.1	5	-2	-0.9	83	1.3
CCCCn1c(SCC(=O)Nc2cc(C)on2)nnc1-c1cccnc1	-10	-5	0.98	0.8	-7	-6	-0.1	100	1.1
CC(C)(C)c1ccc(Cn2nnc3c(=O)[nH]c(C4CCCN(C(=O)Cc5cccs5)C4)nc32)cc1 (configuration not stated)	-61	-14	0.99	1.6	-7	1	-0.4	57	0.77
CCN(CC(=O)NCc1cccs1)C(=O)c1cc(S(=O)(=O)N2CCOCC2)ccc1C	-1	3	0.98	-0.8	-8	-12	0.2	95	1
COc1cc(NC(=O)c2ccco2)c(OC)cc1NC(=O)CCC(=O)Nc1cccc(C)c1C	16	3	1	-0.3	6	-1	-1.2	91	1.1
O=C(COC(=O)c1ccco1)NCc1ccco1	1	6	1	0.1	8	-2	-0.7	93	1.1
Cc1occc1-c1nnc(SCC(=O)c2ccc(F)cc2)o1	-1	5	1	0.4	-3	-3	-1.0	67	1.1
COc1ccc(C2CC(=O)c3c(C)nc(N4CCN(Cc5ccccc5)CC4)nc3C2)cc1OC (configuration not stated)	-11	1	1	2.0	4	3	-1.8	122	1.1
CCOC(=O)N1CCN(C(=O)CCSc2ccccc2)CC1	nt	-3	1	-0.5	5	3	nt	104	1.1
COc1ccc(-c2noc(CCCOc3ccccc3)n2)cc1OC	11	1	1	0.7	-3	0	-0.3	101	1.1
Cc1cccc(-c2nc(CS(=O)CC(=O)N3CCCCC3)c(C)o2)c1 (configuration not stated)	-5	-3	1	0.4	0	-2	-0.5	108	0.89
O=C(c1ncn[nH]1)N1CCN(c2nc(-c3ccccc3)cs2)CC1	4	-2	0.99	-0.4	-6	2	-0.8	103	1.1
CSCCc1nc(SCC(=O)Nc2nnc(C)s2)[nH]c1C	-11	-8	1	0.3	-16	2	-0.8	86	1.1
Cc1ccc(C2c3c(oc4ccccc4c3=O)C(=O)N2c2nnc(C(C)C)s2)o1 (configuration not stated)	-13	32*	1	2.1	1	-2	-1.0	49	1
O=C(c1ccc(Br)o1)N1CCN=C1SCc1cccnc1	-10	-8	1	0.4	-14	-3	0.2	109	1.1
CCCN(CCC)C(=O)c1c(C)[nH]c(C(=O)OCC)c1C	-3	-9	0.98	0.8	-7	-2	-0.9	100	1
COc1ccc(-n2nc(C(=O)NCC(=O)NCc3ccco3)c3ccccc3c2=O)cc1	-2	0	1	-0.5	-3	-2	0.3	98	1.1
C=CCN1C(=O)C(O)(CC(=O)c2ccc(N)cc2)c2ccccc21 (configuration not stated)	nt	-17	1.1	1.3	-7	2	nt	114	1.1
Cc1cc(N2CCCC2=O)cc(C)c1S(=O)(=O)NCCOc1ccccc1	nt	-5	1	-0.9	8	1	-0.4	94	1.1
CC1(C)N=C(/C=N/O)C=[N+]1[O-]	-14	-15	0.97	-0.2	-3	3	-1.0	103	1
CCOC(=O)c1ccc(NS(=O)(=O)N2CCCCCC2)cc1	-8	-6	1	-0.3	-10	2	0.2	107	1.1
Cc1cccc(OCCCc2c(C)n[nH]c2C)c1	17	2	1	-1.0	3	8	-1.8	106	1.1
CCOC(=O)N1CCC(N(C(=O)Nc2ccc(Cl)c(Cl)c2)C(C)CC)CC1 (configuration not stated)	18	15	1	-1.1	-1	0	-1.3	109	1.1
Cc1ccc(-c2nn(C)c(=O)c3ccccc23)cc1S(=O)(=O)NCCN1CCOCC1	-16	23	1	0.7	1	2	0.5	113	1
CCN(CC)S(=O)(=O)c1ccc2c(c1)c(=O)c(C(=O)N1CCN(c3ccccc3)CC1)cn2C	-11	-2	1	2.3	-10	2	-0.7	98	1
COc1ccc(C(c2nnnn2C2CCCC2)N2CCC(C)CC2)c(OC)c1 (configuration not stated)	25	0	0.99	0.3	41	0	-0.6	90	1
COC(=O)c1c(C(=O)NCc2ccccc2)ncn1CC(O)COc1ccccc1 (configuration not stated)	-14	0	1	0.0	-9	-3	0.1	72	1
O=C(c1cnc2n(c1=O)CCS2)N(c1ccccc1)C1CCCCC1	14	-7	0.98	1.1	-2	-1	-0.3	70	1.1
Cc1cc(-c2[nH]nc3c2C(c2ccsc2)C(C#N)=C(N)O3)c(C)s1 (configuration not stated)	4	-6	1	0.3	4	-6	-1.0	60	1.1
O/N=C(/Cc1ccccn1)c1ccccc1	-7	-8	1	-0.5	-4	2	-0.6	103	1.1
CCOC(=O)CNS(=O)(=O)c1cc(-c2n[nH]c(=O)c3ccccc23)ccc1C	-6	6	1	0.4	nt	-1	-2.2	173	1.1
Cc1nnc(SC(C)C(=O)Nc2ccc3c(c2)OCCO3)s1 (configuration not stated)	-2	-2	0.98	0.1	0	3	1.0	161	1.1
CC(C)N1C(=O)CN(C2CCCCCC2)C(=O)C1c1ccccc1F (configuration not stated)	nt	0	1	0.4	-6	-6	nt	145	0.82
O=C(c1ccc(Cl)cc1)N1CCCOC1	0	5	0.98	0.0	-4	9	-0.4	118	1
COc1cc(OC)c(-c2nn3c(-c4cccnc4)nnc3s2)cc1OC	-53	2	1.1	0.8	-1	-2	-0.2	82	3.9*
COc1ccc(-c2nnc(SCC(=O)/C(C#N)=C(\C)N)o2)cc1	7	1	1	-1.0	1	3	-0.6	128	1.1
O=C(O)CCC(=O)N1CCc2cc(S(=O)(=O)Nc3ccc4c(c3)OCCO4)ccc21	-4	10	1	-1.1	-4	2	-0.1	97	1.1
CCOC(=O)c1c(C)c(C(=O)Nc2cc(F)ccc2F)c(C)n1C	18	4	0.98	0.0	11	-4	-1.7	45	0.97
Cn1c(=O)cc(SCC(=O)N2CCN(C(=O)c3ccco3)CC2)c2ccccc21	-6	-10	1.1	-0.2	4	2	-0.6	109	1.5
CN(C)c1oc(-c2ccc(OCc3ccccc3)cc2)nc1C#N	72*	2	1.1	1.5	-12	-149[fluorescence artefact?]	-0.9	93	3.9*
CCOC(=O)c1ccc(-c2nnc(-c3ccc(Cl)cc3Cl)o2)cc1	-28	-16	0.99	0.6	-4	4	-0.5	91	1.3
CCOC(=O)CCCn1c(C)nc(=O)c(-c2ccccc2)c1C	-13	-1	1	-0.5	1	-3	-0.6	108	1.1
CCOc1cccc(-c2nnc3sc(-c4cccs4)nn23)c1	16	12	1	0.1	nt	1	-0.4	113	1.2
CCC(C)(C)n1nnnc1C(c1cc2ccc(C)cc2[nH]c1=O)N(Cc1cccnc1)Cc1ccco1 (configuration not stated)	-30	-5	1	2.8	1	-3	-0.3	97	1.1
Cc1ccc(C(=O)Nc2nc3ccccc3c(=O)s2)cc1	-11	-5	1	0.1	67*	2	0.7	89	1.1
Cc1c(NC(=O)C(C#N)=C2CCCCC2)c(=O)n(-c2ccccc2)n1C	-27	-3	1	-0.1	-73	-5	-0.6	94	1.1
COc1ccc(C(=O)N(Cc2ccc(N(C)C)cc2)C2CCS(=O)(=O)C2)cc1 (configuration not stated)	1	-14	1	0.3	1	-5	-0.8	108	1.1
CCCSc1oc(-c2ccco2)nc1S(=O)(=O)c1ccccc1	-4	13	1.1	0.7	5	2	0.3	88	1.1
CCC(=O)Nc1c2c(nn1-c1ccccc1C)CSC2	-8	-13	0.98	-0.2	1	5	-0.2	78	1
Cc1cc(C)n(Cc2ccc(F)cc2)c(=O)c1C#N	nt	-1	1.1	0.2	8	2	nt	75	1.6
O=c1cc(C(F)(F)F)c2sc(N3CCCCC3)nc2[nH]1	-10	0	1.1	0.7	4	-354[fluorescence artefact?]	0.3	116	2.1*
CCc1nc(N)nc2c1C(=O)CC(C)(C)C2	-46	16	1	-0.4	0	-10	-1.3	92	1.1
O=C(NCCN1CCCCCC1)C1CCN(S(=O)(=O)N2CCOCC2)CC1	9	7	0.97	-0.4	8	2	-0.2	77	1.1

2 entries from above in another layout.
S1P1 ag-PAM | 5HT1E antag | A340 absorber | HTR1E agonist | 5HT1a antag | MMP13 inh | S1P3 agonist | HER2 expr 66K | Fluor 339 460 | structure
-10 | -5 | 0.98 | 0.8 | -7 | -6 | -0.1 | 100 | 1.1 | CCCCn1c(SCC(=O)Nc2cc(C)on2)nnc1-c1cccnc1
-5 | -3 | 1 | 0.4 | 0 | -2 | -0.5 | 108 | 0.89 | Cc1cccc(-c2nc(CS(=O)CC(=O)N3CCCCC3)c(C)o2)c1 (configuration not stated)

Continuation:
SMILES	S1P1 ag-PAM	5HT1E antag	A340 absorber	HTR1E agonist	5HT1a antag	MMP13 inh	S1P3 agonist	HER2 expr 66K	Fluor 339 460
O=C1CC(N2CCN(S(=O)(=O)c3ccc(Cl)cc3)CC2)C(=O)N1CCc1ccccc1 (configuration not stated)	20	1	1	-1.1	-2	-1	0.0	106	1.1
CCN(CC)c1ccc(C2C(C(=O)OCCOC(C)C)=C(C)NC3=C2C(=O)CCC3)cc1 (configuration not stated)	0	-13	1.1	-0.3	4	-17	-0.8	89	1.4
CCOC(=O)N1CCC(NC(=O)c2sc3nc4n(c(=O)c3c2C)CCCC4)CC1	nt	6	1.1	-1.1	2	6	nt	125	1.2
Cc1c(NC(=O)CN2CC(C)OC(C)C2)c(=O)n(-c2ccccc2)n1C (configuration not stated)	3	-6	1	-1.1	-6	1	-0.2	99	1.1
Cn1ncc(Cl)c1C(=O)Nc1cccnc1	-7	-1	1	-0.8	2	1	-0.5	89	1.1
O=C(c1ccccc1)N1CCN(CC#CC2(O)CCCCC2)CC1	-18	-4	1	-0.1	-6	2	0.7	98	1.1
O=C(c1cc2c(=O)oc3ccccc3c2s1)N1CCN(c2ncccn2)CC1	-35	0	1	-1.3	4	0	-0.3	93	1.1
Cc1cc2ccccc2c(=O)n1CC(=O)NCC(=O)N(C)Cc1ccccc1	nt	-4	1.1	0.5	-9	-2	nt	74	1.3
Cc1cc2c(c(=O)n1Cc1ccccn1)C(C(C)C)C(C#N)=C(N)O2 (configuration not stated)	-12	-8	1	-0.8	-4	3	-1.1	105	1.1
COc1cccc(-c2nc(=S)c3c(n2CCCO)CCCC3)c1	nt	5	1.2	-0.8	4	11	-1.6	94	0.99
COCCNC(=O)c1ccc(N(C)S(=O)(=O)c2ccc(OC)c(OC)c2)cc1	-29	11	1.1	0.2	-11	0	-0.9	104	1.1

Source: PubChem (several laboratories)
